HT1080-NT tox: qHTS for induction of synthetic lethality in tumor cells producing 2HG: qHTS for the HT-1080-NT fibrosarcoma cell line. HT-1080-NT fibrosarcoma viability, CellTiter-Glo ATP luminescence, 48 h. Potency, µM (titrated, usually from 46.1 µM), inactives show at the top dose activity, negative = less viability, hits mostly cytotoxic. 360,000 tested, 1.6% active;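 further: NT is the 2HG producing partner of a matched IDH1 knockdown line; potency means the concentration at half of the fitted maximal effect; 0% = DMSO-treated cells and -100% = media-only wells without cells; nearly all actives have a fitted effect of over 55% in size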
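Read-out is CellTiter-Glo luminescence after 10 minutes at room temperature, following 48 hours' compound treatment of HT-1080-NT cells (750 cells/well, RPMI, 5% FBS, 37 degrees C).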
MCF10A rerep: A quantitative high throughput screen for small molecules that induce DNA re-replication in MCF 10a normal breast cells; MCF 10A DNA re-replication, Hoechst nuclear intensity, 48 h; Potency, µM (top dose mostly 46.1 µM), for inactives: top-dose activity, positive = re-replication, hits mostly activators; AID 624296, 2012; 350,000 tested, 2.9% active; further: potency means the concentration at half of the fitted maximal effect; % of control where 0% means no effect; nearly all actives have a fitted effect of over 50% in size
WRN inhibitor: qHTS for Inhibitors of WRN Helicase | AID 651768, 2012 | 360,000 tested, 0.46% active | Potency, µM (series often up to 114 µM), without a hit: at the highest dose activity change, negative = inhibition, actives largely listed as inhibitors | WRN helicase unwinding, fluorescent forked duplex, kinetic; further: potency means the concentration at half of the fitted maximal effect; on the % scale 0 is the no-effect control and ±100 the full control effect; nearly all actives have a fitted effect of over 55% in size
Target sequence (Q14191 whole entry, looked up): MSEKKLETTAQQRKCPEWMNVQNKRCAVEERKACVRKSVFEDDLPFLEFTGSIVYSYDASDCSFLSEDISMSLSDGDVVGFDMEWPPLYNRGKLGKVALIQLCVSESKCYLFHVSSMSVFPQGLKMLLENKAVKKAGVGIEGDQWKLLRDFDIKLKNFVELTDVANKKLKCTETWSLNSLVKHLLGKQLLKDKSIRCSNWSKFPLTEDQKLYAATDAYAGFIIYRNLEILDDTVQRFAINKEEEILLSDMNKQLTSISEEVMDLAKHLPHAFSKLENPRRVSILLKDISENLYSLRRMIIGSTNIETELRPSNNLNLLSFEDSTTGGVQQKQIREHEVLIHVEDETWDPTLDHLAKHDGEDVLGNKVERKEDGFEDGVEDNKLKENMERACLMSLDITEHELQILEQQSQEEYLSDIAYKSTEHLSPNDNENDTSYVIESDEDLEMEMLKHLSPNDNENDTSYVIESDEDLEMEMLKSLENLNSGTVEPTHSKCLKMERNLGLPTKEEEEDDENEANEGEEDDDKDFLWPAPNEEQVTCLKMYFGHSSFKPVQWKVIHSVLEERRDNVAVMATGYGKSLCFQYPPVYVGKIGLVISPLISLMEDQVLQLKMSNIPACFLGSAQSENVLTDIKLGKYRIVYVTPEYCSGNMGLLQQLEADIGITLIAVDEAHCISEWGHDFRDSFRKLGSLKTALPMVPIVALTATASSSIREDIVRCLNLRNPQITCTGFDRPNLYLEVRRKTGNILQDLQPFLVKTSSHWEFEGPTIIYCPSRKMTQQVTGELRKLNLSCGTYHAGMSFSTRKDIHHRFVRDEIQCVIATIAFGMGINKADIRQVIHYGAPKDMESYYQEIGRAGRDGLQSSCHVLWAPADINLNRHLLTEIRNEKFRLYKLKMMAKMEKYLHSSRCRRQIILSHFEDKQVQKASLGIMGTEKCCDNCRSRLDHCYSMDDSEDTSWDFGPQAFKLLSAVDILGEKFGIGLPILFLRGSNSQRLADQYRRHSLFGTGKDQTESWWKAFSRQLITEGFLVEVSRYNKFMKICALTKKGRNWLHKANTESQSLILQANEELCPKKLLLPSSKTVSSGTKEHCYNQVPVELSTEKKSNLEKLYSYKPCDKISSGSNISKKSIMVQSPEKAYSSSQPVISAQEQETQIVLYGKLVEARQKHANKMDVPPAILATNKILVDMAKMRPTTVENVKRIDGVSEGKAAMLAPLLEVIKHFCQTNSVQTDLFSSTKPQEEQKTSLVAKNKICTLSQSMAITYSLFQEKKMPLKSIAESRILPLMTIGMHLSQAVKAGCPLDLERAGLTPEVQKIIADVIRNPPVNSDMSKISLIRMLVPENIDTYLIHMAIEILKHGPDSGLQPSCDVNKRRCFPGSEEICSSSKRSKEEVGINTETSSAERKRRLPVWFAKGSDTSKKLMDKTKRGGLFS
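Kinetic red-fluorescence monitoring (525/598 nm) tracks WRN helicase activity after 100 nM fluorophore-quencher forked duplex and 2 mM ATP are added to 20 nM enzyme pretreated 15 min at room temperature with compound.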
SW480 rerep: A quantitative high throughput screen for small molecules that induce DNA re-replication in SW480 colon adenocarcinoma cells | Potency, µM (top dose mostly 46.1 µM), for inactives: at the top dose re-replication activation, most hits filed as activators | SW480 DNA re-replication, Hoechst DNA content imaging, 48 h | 340,000 tested, 1.8% active; further: potency means the concentration at half of the fitted maximal effect; % of control where 0% means no effect; nearly all actives have a fitted effect of over 55% in size
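First, 250 cells per well were seeded. Next, compound or vehicle (23 nL) was pinned in, plates sat 48 hr at 37 C. Finally Hoechst was added for 40 min before fluorescence scanning.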
KB-3-1 tox: qHTS assay for MDR1-selective chemotherapeutics: Primary screen using the parental adenocarcinoma cell KB-3-1; KB-3-1 viability, CellTiter-Glo ATP luminescence, 72 h; Potency, µM (top dose mostly 46.1 µM), without a hit: at the highest dose activity change, negative = cytotoxic, actives largely listed as cytotoxic; 400,000 tested, 1.4% active; further: potency means the concentration at half of the fitted maximal effect; on the % scale 0 is the no-effect control and ±100 the full control effect; nearly all actives have a fitted effect of over 60% in size
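Cells are dispensed, compounds pinned in, plates held at 37 °C for 72 h, then CellTiter-Glo is added and luminescence read after 10 minutes. Cell line: parental KB-3-1 in phenol-red-free DMEM, 10% FBS.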
IL-1B inflam inh: qHTS for Inhibitors of Inflammasome Signaling: IL-1-beta AlphaLISA Primary Screen; THP-1 LPS/ATP IL-1B secretion, AlphaLISA, 16 h; hits give low values; activity change, % at 57.5 µM; 360,000 tested, 4.7% active; AID 743279, 2014; in the data active means activity change below about -50%; inconclusive means mostly about -30% to -49%; further: on the % scale 0 is the no-effect control and ±100 the full control effect
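Secreted IL-1B measured by AlphaLISA bead assay after 16 h compound exposure of THP-1 cells; compounds (final up to 57.5 uM) added 1 h before LPS (250 ng/mL) and ATP (1.25 mM) stimulation; lower signal means less secretion.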
ATXN2 expr inh: Primary qHTS for Inhibitors of ATXN expression; HEK-293 ATXN2-luciferase reporter, luminescence, 24 h; Potency, µM (series often up to 57 µM), without a hit: at the top dose activity change, negative = inhibition, usual class: inhibitors; 360,000 tested, 0.72% active; further: potency means the concentration at half of the fitted maximal effect; on the % scale 0 is the no-effect control and ±100 the full control effect; nearly all actives have a fitted effect of over 55% in size
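qHTS (up to 57 uM final) was run with 24 h compound exposure of reporter cells at 37 °C. Each well was multiplexed: SteadyGlo luminescence measured ATXN2-luciferase expression after a fluorogenic Gly-Phe-AFC viability readout (25 uM final).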
KB-V1 cytotox: qHTS assay for MDR1-selective chemotherapeutics: Primary screen using the drug-selected MDR subline cells KB-V1 | KB-V1 MDR cells viability, CellTiter-Glo, 72 h | Potency, µM (top dose mostly 46.1 µM), for inactives: at the top dose activity change, negative = cytotoxicity, actives largely listed as cytotoxic | 400,000 tested, 3.4% active | AID 1347076, 2019; further: potency means the concentration at half of the fitted maximal effect; on the % scale 0 is the no-effect control and ±100 the full control effect; nearly all actives have a fitted effect of over 60% in size
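qHTS viability screen in drug-selected KB-V1 MDR cells: 72 h compound treatment at 37 degrees C, ATP luminescence end point.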
HT1080 IDH1KD tx: qHTS for induction of synthetic lethality in tumor cells producing 2HG: qHTS for the HT-1080-IDH1KD cell line. HT-1080 IDH1 knockdown viability, ATP luminescence, 48 h. Potency, µM (series often up to 46.1 µM), without a hit: at the top dose activity, negative = toxicity, most hits filed as cytotoxic. 360,000 tested, 2% active. AID 686971, 2013;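 further: potency means the concentration at half of the fitted maximal effect; 0% = DMSO wells and -100% = cell-free medium wells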
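% activity derives from luminescence (CellTiter-Glo), normalised to DMSO and no-cell wells. HT-1080-IDH1KD cells, 750/well, had 48 h compound exposure at 37 °C.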
The depositor's hits bear a star; i = inactive; ? = inconclusive; · = not tested or not shown; [ ] = dose if it differs, or a comment. Unless noted, the call rests on the fitted dose curve; in most records, active means well fitted curve in the direction sought with a large enough effect; inconclusive means small, poorly fitted or top-dose-only effect, or another doubt; inactive means no such curve, though single readings can be large; an effect the other way counts as inactive or inconclusive.

SMILES	HT1080-NT tox	MCF10A rerep	WRN inhibitor	SW480 rerep	KB-3-1 tox	IL-1B inflam inh	ATXN2 expr inh	KB-V1 cytotox	HT1080 IDH1KD tx
O=C(CN1CCN(c2ccccc2)CC1)N1N=CCC1c1ccccc1 (centres undefined)	17%	-1%	-1%	-4%	7%	0	-4%	20%	12%
C=CC[C@H](CC(=O)OC(C)(C)C)C(=O)OC[C@H]1CCCN1C(=O)[C@@H](CC=C)CC(=O)N(CCO)Cc1ccccc1	-7%	0%	-2%	0%	1%	?	-27%	-1%	-12%
CCCc1c(C(=O)N/N=C/c2cccc3ccccc23)nnn1-c1nonc1N	-14%	3%	-4%	53%	-15%	2	-25%	19%	-24%
CCn1c(SCC(=O)N(C)C2CCS(=O)(=O)C2)nnc1-c1ccccc1 (centres undefined)	10%	-14%	-4%	2%	-4%	3	8%	-4%	-7%
CCOc1ccc2nc(N3CCCC(C(=O)NC4CCCC4)C3)sc2c1 (centres undefined)	?	11%	2%	3%	?	19	-8%	?	3%
CCc1nnc(NC(=O)CSc2nnc(C(C)NC(=O)c3ccccc3F)n2C)s1 (centres undefined)	5%	-4%	-2%	2%	26%	18	-4%	5%	12%
CS(=O)(=O)c1ccc(C(=O)N2CCN(Cc3ccccc3)CC2)cc1	14%	3%	0%[57.1 µM]	-3%	2%	0	-1%	6%	0%
O=C(NCCC1=CCCCC1)C1CCN(S(=O)(=O)N2CCCC2)CC1	-7%	-1%	0%	-8%	4%	33	2%	-2%	0%
CC(OC(=O)c1cccc(S(=O)(=O)Nc2cccc(C(F)(F)F)c2)c1)C(=O)Nc1ccc2c(c1)OCCO2 (centres undefined)	-15%	?	-8%	8%	?	-4	19%	15µM*	-9%
COC(=O)c1cccc(-n2sc3ccccc3c2=O)c1	-21%	?	0%	40%	-27%	-101*	-7%	5%	-18%
Cc1cc(C)c(C)c(S(=O)(=O)NCC(=O)N2CCCC2)c1C	8%	6%	13%	-4%	4%	14	-2%	?	-27%
COc1ccc(S(=O)(=O)N2CCOCC2)cc1NC(=O)CSc1cccc[n+]1[O-]	10%	17%	5%	-6%	4%	-4	1%	3%	1%
COc1ccc(-c2nnn(CC(=O)Nc3ccc4c(c3)OCCO4)n2)cc1OC	-1%	?	4%	8%	27%	-16	-9%	2%	0%
COc1ccccc1C1C(C(=O)c2cc3ccccc3o2)=C(O)C(=O)N1CCN(C)C (centres undefined)	7%	0%	-21%	-1%	18%	-12	-1%	7%	2%
O=C(CS(=O)(=O)Cc1ccccc1)Nc1ccccc1Cl	25%	0%	0%	-3%	-2%	4	·	7%	20%
Cc1onc(C(=O)/C=C/N(C)C)c1C(=O)Nc1nccs1	13%	-6%	-3%	-5%	12%	-1	-12%	0%	8%
CCN(Cc1ccccc1)C(=O)c1cccs1	10%	·	0%	·	-3%	-3	·	1%	14%
CCN(CC)C(=O)C1CCN(Cc2cn(C)nc2-c2ccc(Oc3ccccc3)cc2)CC1	-6%	3%	2%	11%	-2%	-4	·	7%	-14%
O=C(CSc1nnc2ccc(-c3ccncc3)nn12)c1cccs1	-24%	-9%	-6%	3%	-1%	-1	-11%	4%	1%
Cc1cc(=O)n2nc(N3CCCC(C(=O)NC4CCC(C)CC4)C3)sc2n1 (centres undefined)	10%	-1%	4%	3%	4%	6	6%	?	5%
CC(C)CNS(=O)(=O)c1ccc(OCC(=O)Nc2ccc3c(c2)OCCO3)cc1	2%	8%	3%	6%	7%	7	-14%	?	5%
CCOC(=O)C1(C)CCCN(C(=O)c2cc(F)ccc2C)C1 (centres undefined)	25%	·	7%	·	0%	-17	3%	3%	6%
O=C(CNC(=O)c1ccccc1F)NC1=NCCS1	0%	-1%	8%	20%	15%	0	6%	0%	8%
CCOc1ccccc1NS(=O)(=O)c1cc2c3c(c1)C(C)C(=O)N3CCC2 (centres undefined)	15%	6%	-6%	-8%	14%	20	-4%	-7%	12%
CCCc1nn(-c2ccccc2)c2c1C(c1cccs1)C(C#N)=C(N)O2 (centres undefined)	14%	-7%	-4%	-8%	0%	1	1%	-8%	-1%

Random excerpt: 3 compounds from above
SMILES	HT1080-NT tox	MCF10A rerep	WRN inhibitor	SW480 rerep	KB-3-1 tox	IL-1B inflam inh	ATXN2 expr inh	KB-V1 cytotox	HT1080 IDH1KD tx
CC(OC(=O)c1cccc(S(=O)(=O)Nc2cccc(C(F)(F)F)c2)c1)C(=O)Nc1ccc2c(c1)OCCO2 (centres undefined)	-15%	?	-8%	8%	?	-4	19%	15µM*	-9%
CCOC(=O)C1(C)CCCN(C(=O)c2cc(F)ccc2C)C1 (centres undefined)	25%	·	7%	·	0%	-17	3%	3%	6%
CCOc1ccccc1NS(=O)(=O)c1cc2c3c(c1)C(C)C(=O)N3CCC2 (centres undefined)	15%	6%	-6%	-8%	14%	20	-4%	-7%	12%

More results follow.
SMILES	HT1080-NT tox	MCF10A rerep	WRN inhibitor	SW480 rerep	KB-3-1 tox	IL-1B inflam inh	ATXN2 expr inh	KB-V1 cytotox	HT1080 IDH1KD tx
C/C=C(\C)C(=O)O[C@H](c1cc2ccc(=O)oc2cc1OC)[C@@H](O)C(C)(C)O	2%	5%	-8%	-12%	18%	56	0%	3%	5%
NC(=O)CC(NC(=O)Cc1ccc(Br)cc1)c1ccc(N2CCC(Cc3ccccc3)CC2)c([N+](=O)[O-])c1 (centres undefined)	?	?	1%	?	-7%	0	?	-7%	?
COc1ccc(C(=O)Nc2ccc3c(c2)nc(CN2CCCC2)n3C)cc1	7%	9%	1%	-3%	-13%	-12	-3%	16%	0%
COc1cccc(C(=O)C2CCCN(Cc3cn(C)nc3-c3ccccc3)C2)c1 (centres undefined)	-11%	0%	0%	-3%	18%	-11	·	-6%	-19%
Cc1nc(=O)c(-c2ccccc2)c(C)n1Cc1ccccc1	0%	?	-1%	-14%	-16%	15	1%	-13%	23%
COc1cc(/C=N/NC(=O)c2ccccn2)ccc1OC(=O)c1ccccc1Br	-10%	?	-17%	?	13%	i	6%	-16%	?
COc1ccc(NC(=O)CSc2nnnn2C2CCCC2)c(OC)c1	-10%	0%	0%	2%	-4%	-30	-9%	?	-3%
O=C(Nc1ccccc1)c1cnc[nH]1	1%	2%	1%	0%	6%	-8	21%	0%	-1%
COc1ccc2ccc3cccc[n+]3c2c1	-12%	?	-7%	?	13µM*	-8	-6%	-2%	-18%
O=C(NN1C(=O)c2ccccc2NC1c1ccccc1OCc1ccccc1)c1ccncc1 (centres undefined)	1%	1%	-2%	-1%	-6%	-10	6%	-16%	-2%[9.24 µM]
CN(C)N=C1c2cc(S(=O)(=O)N3CCOCC3)ccc2-c2ccc(S(=O)(=O)N3CCOCC3)cc21	12%	-15%	5%	-144%[inhibitor]	1%	-17	-2%	?	1%
O=C(c1cc(COc2c(F)cccc2F)on1)N1CCC(c2ccncc2)CC1	?	?	7%	-5%	23µM*	?	-9%	?	-26%
O=C1C(C=NC2CC2)=C(O)c2ccccc21	-5%	-4%	4%	-4%	1%	9	35%	?	-3%
CCOC(=O)c1cnc(=O)[nH]c1C	11%	0%	-11%	-2%	-2%	17	2%	1%	16%
Cc1ccc2nc(-c3ccc(NC(=O)C(C)N4C(=O)c5ccccc5C4=O)cc3)sc2c1 (centres undefined)	17%	3%	-19%	-2%	3%	16	81%[activator]	2%	16%
CC1=C(C(=O)OCc2ccccc2)C(c2ccccc2)NC(=O)N1 (centres undefined)	-1%	-3%	6%	-7%	3%	-5	·	-6%	0%
COC(=O)c1ccc(/C=N/OCC(=O)NCCc2ccc(OC)c(OC)c2)cc1	-11%	3%	5%	16%	-9%	9	-19%[11.3 µM]	-13%	-4%
CCOC(=O)Cc1nnc(NC(=O)CSc2nnc3c4ccccc4n(C)c3n2)s1	?	?	?	0.73µM*	-5%	21	1%	1%	?
COc1ccccc1N1CCN(C(=O)CSc2nc(C)cc(=O)[nH]2)CC1	10%	-1%	-9%	3%	-2%	10	2%	?	12%
CC(C)n1c(C(F)(F)F)nc2cc(C(=O)N3CCCCC3)ccc21	26%	-1%	-22%	-6%	1%	21	-18%	-7%	17%
CC1(C)Cc2ccccc2C(=NC(Cc2c[nH]c3ccccc23)C(=O)O)N1 (centres undefined)	2%	-3%	3%	5%	8%	0	6%	7%	17%
CCCCn1c(N)c(N(CC(C)C)C(=O)c2ccc(N3C(=O)c4ccccc4C3=O)cc2)c(=O)[nH]c1=O	11%	2%	-2%	-4%	-2%	-13	0%	-11%	20%
Cc1cc(=O)[nH]c(SCC(=O)c2ccc(O)c(O)c2)n1	11%	?	-8%[11.6 µM]	-20%[1.84 µM]	4%	46	-2%	0%	13%
COc1ccc(OC)c(/C=N/c2oc(-c3ccco3)c(-c3ccco3)c2C#N)c1	5%	?	?	1%	4%	?	-32%	-14%	0%
FC(F)(F)c1cccc(Nc2nc(N3CCOCC3)nc(N3CCOCC3)n2)c1	4%	?	-11%	?	?	-6	-3%	0%	2%
Cc1c(C(=O)NCc2ccccc2C(F)(F)F)sc(=O)n1Cc1ccc2ccccc2c1	0%	·	1%[57.1 µM]	·	0%	-30	3%	?	-13%

Screening data: PubChem, National Center for Advancing Translational Sciences (NCATS)
